aSyn tox rescue: rescues yeast growth from alpha-synuclein toxicity. 94,000 compounds, 0.02% hits. Potency, µM (titrated, usually from 46.1 µM), for inactives: at the top dose growth rescue (activation), actives largely listed as activators. S. cerevisiae alpha-synuclein toxicity rescue, BacTiter-Glo growth, 24 h. AID 1347070; active = well fitted activation curve with a large enough effect; inconclusive = small, poorly fitted or top-dose-only effect; note: 0% is about no effect
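Growth restoration measured by BacTiter-Glo luminescence after 24 hr at 30 deg C; alpha-synuclein yeast, raffinose-pregrown to mid-log, were added at OD600=0.02 in galactose medium onto pinned compounds.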
* marks the source's active call; other numbers are inactive results; ? = inconclusive; & = joins results of further samples; [ ] = another dose, or the depositor's remark. Potency is the fitted concentration of half-maximal effect. These rows are one share of the data; rates above refer to the full screens.

cpd	Molecule	aSyn tox rescue
1	CCOc1ccc(C(=O)Nc2ccc(-c3nc4cc(CC)ccc4o3)cc2)cc1	0%
2	O=C(Nc1ccccc1)N1CCCN(c2nccc(C(F)(F)F)n2)CC1	9%
3	O=C(Nc1ccc(F)cc1)c1c(Cl)nc2ccccn12	6%
4	Cc1ccc(NC(=O)Cn2c(=O)n(CC(=O)NCCc3ccccc3)c(=O)c3ccccc32)cc1C	-3%
5	Cc1ccc(Cl)cc1NC(=O)CN1C(=O)CSc2ccc(S(=O)(=O)N3CCCC3)cc21	-1%
6	COc1ccccc1CCNC(=O)CCc1c(C)c2cc3c(C)coc3cc2oc1=O	-7%
7	O=C(CSc1nnc(C2CC2)n1CC1CCCO1)Nc1ccccc1Cl (stereo unspecified)	-3%
8	Cc1ccc(CN2CC(C(=O)N3CC(C)CC(C)C3)CC2=O)cc1 (stereo unspecified)	-6%
9	Cc1ccc(-c2ccc(CCC(=O)O)n2-c2ccc(C(N)=O)cc2)cc1	20%
10	Cc1cc(C)c2c(=O)cc(C(=O)Nc3ccc(S(=O)(=O)Nc4nc(C)cc(C)n4)cc3)oc2c1	-6%
11	CCOc1cccc(C2c3c(-c4cc(C)ccc4O)n[nH]c3C(=O)N2Cc2ccco2)c1 (stereo unspecified)	23%
12	C[C@H]1Cn2cnc(C(=O)NCc3ccc(CNC(=O)OC(C)(C)C)cc3)c2C(=O)N1	6%
13	O=C(Cc1ccc(-c2ccccc2)cc1)Nc1ccccc1	-3%
14	CCC(C(=O)Nc1ccc(C(=O)OC)cc1)n1nc(-c2ccc(C)cc2)c2c(c1=O)CCCC2 (stereo unspecified)	7%
15	CC(C)c1ccc(OCC(=O)NCC(c2ccc(Cl)cc2)N2CCOCC2)cc1 (stereo unspecified)	2%
16	O=C(NCC1CCN(c2ccc(S(=O)(=O)N3CCOCC3)cc2)CC1)Nc1ccccc1	-3%
17	CCOC(=O)N1CCC(N2CCN(C3CCCC3)C(CCO)C2)CC1 (stereo unspecified)	-5%
18	COc1ccccc1CNC(=O)[C@H](Cc1c[nH]c2ccccc12)NC(=O)[C@@H]1Cc2ccccc2CN1	9%
19	COc1ccc(N2CCN(C(=O)C3Cc4ccccc4CN3C(=O)c3ccccc3)CC2)cc1 (stereo unspecified)	5%
20	CCc1noc(C)c1C(=O)NCCc1ccc(S(N)(=O)=O)cc1	-12%
21	COc1ccccc1OCCC(=O)OCC(=O)Nc1cccc(Br)c1	-10%
22	CCCN(CCC)Cc1c(C(=O)N/N=C/c2ccc(Br)cc2)nnn1-c1nonc1N	3%
23	CNc1nc(Oc2ccc(=O)n(C)n2)nc(N2CCOCC2)n1	0%
24	CCOc1ccc(CCNC(=O)c2ccc3c(c2)N(Cc2ccc(F)cc2)CCS3)cc1	3%
25	O=C(COC(=O)c1ccccn1)Nc1nc(-c2ccccc2)cs1	-2%
26	CC(=O)c1ccc(N2CCN(C(=O)c3ccc(-c4ccccc4)cc3)CC2)cc1	10%
27	CCN(CC(=O)Nc1ccc2c(c1)OCCO2)C(=O)c1ccc(S(=O)(=O)N(C)C)cc1	-10%
28	CCc1cccc2c(C(=O)C(NCCCOC)c3ccccc3)c[nH]c12 (stereo unspecified)	1%
29	Cc1c(C(=O)Nc2cccc(C#N)c2)sc2nc3n(c(=O)c12)CCCCC3	6%
30	C[C@@H]1CN([C@@H](C)CO)S(=O)(=O)c2ccc(Br)cc2O[C@@H]1CN(C)C(=O)c1ccccn1	4%
31	Cc1ccc(CN2CCCn3nc(C(=O)NCCc4ccccc4C)cc3C2=O)cc1	-4%
32	COc1ccccc1CNC(=O)[C@@H]1CCCN1S(=O)(=O)c1ccccc1F	5%
33	COc1ccccc1N1CCN(C(=O)Cn2cnc3onc(-c4ccc(F)cc4)c3c2=O)CC1	13%
34	Cc1ccc(/C=C/c2onc(C)c2S(=O)(=O)N2CCC(C(=O)NCC(C)c3ccccc3)CC2)cc1 (stereo unspecified)	-1%
35	O=C(NCCS(=O)(=O)NC1CCCC1)c1ccccc1	-2%
36	COc1cccc(C(=O)NNC(=O)C(=O)Nc2ccc(OC)cc2OC)c1	-7%
37	O=C(OCc1cn([C@H]2C[C@H](c3ccccc3)N(Cc3cccs3)C[C@@H]2O)nn1)c1ccccc1	0%
38	C[C@H]1CN([C@@H](C)CO)C(=O)CCCn2nncc2CO[C@H]1CN(C)C(=O)c1ccc2ccn(C)c2c1	-3%
39	COc1ccc(-c2cc(C(=O)Nc3ccc4c(c3)OCO4)no2)cc1	-2%
40	c1ccc(Nc2c(-c3ccccc3)nc3ncccn23)cc1	-4%
41	O=C(CSc1cn(CC(=O)N2CCCC2)c2ccccc12)Nc1ccc(Cl)cc1	-1%
42	C[C@@H]1CN([C@@H](C)CO)C(=O)CCCn2nncc2CO[C@H]1CN(C)C(=O)NC1CCCCC1	-9%
43	CCCCC(=O)Nc1ccc2nc(SCC(=O)N3CCc4ccccc43)sc2c1	-11%
44	COc1ccc(NC(=O)CC2C(=O)N(c3ccc(F)cc3)C(=O)N2CCc2sccc2C)cc1 (stereo unspecified)	1%
45	Cc1nccn1S(=O)(=O)c1cc([N+](=O)[O-])ccc1Cl	-4%
46	Cc1ccccc1NC(=O)Cn1c(=O)n(Cc2ccco2)c(=O)c2cccnc21	-1%
47	O=c1nccc(SCc2ccc(Cl)cc2Cl)[nH]1	13%
48	COc1ccc([C@H]2N[C@]3(CCCN(Cc4ccc(Br)cc4)C3=O)[C@H]3C(=O)N(C)C(=O)[C@@H]23)cc1	-6%
49	Cc1ccc(S(=O)(=O)NC2=NCN(CC(=O)O)CN2)cc1	5%
50	COc1ccc(-c2nn(C)c(=O)c3ccccc23)cc1CNC(=O)C1CCCCC1	9%
51	CCOc1ccccc1CNC(=O)CCC(=O)N1CCSc2ccccc21	1%
52	COc1ccc(C)cc1S(=O)(=O)n1cnc2ccccc21	?
53	CCCCN(Cc1ccccc1)S(=O)(=O)c1cc(Br)cc2c1N(C(C)=O)CC2	-14%
54	Cc1cccc(C)c1OCC(=O)Nc1c(C(=O)c2ccc(Br)cc2)oc2ccccc12	-8%
55	Cc1cc2c(n1-c1ccc(C(=O)NCCc3ccccc3)cc1)CCC(C)C2 (stereo unspecified)	-6%
56	COc1ccc(NC(=O)c2cc(-c3ccco3)on2)cc1OC	-13%
57	Cc1ccc(S(=O)(=O)NN=CC2(c3ccccc3)CC2)cc1	4%
58	Cc1cc2cc(CNC(=S)Nc3ccc(OC(F)F)cc3)ccc2[nH]1	0%
59	COc1ccccc1C(=O)Oc1ccc(C(c2c(C)[nH][nH]c2=O)c2c(C)[nH][nH]c2=O)cc1	4%
60	CCCCn1c(N)c(N(CCOC)C(=O)c2sc3cc(F)ccc3c2Cl)c(=O)[nH]c1=O	-12%

Part of the list above, reformatted.
(11) CCOc1cccc(C2c3c(-c4cc(C)ccc4O)n[nH]c3C(=O)N2Cc2ccco2)c1 (stereo unspecified)
- aSyn tox rescue: 23%

(39) COc1ccc(-c2cc(C(=O)Nc3ccc4c(c3)OCO4)no2)cc1
- aSyn tox rescue: -2%

(19) COc1ccc(N2CCN(C(=O)C3Cc4ccccc4CN3C(=O)c3ccccc3)CC2)cc1 (stereo unspecified)
- aSyn tox rescue: 5%

(13) O=C(Cc1ccc(-c2ccccc2)cc1)Nc1ccccc1
- aSyn tox rescue: -3%

(further entries)
cpd	Molecule	aSyn tox rescue
61	Cc1nn(S(=O)(=O)c2ccc(Br)cc2)c(C)c1S(=O)(=O)N1CCCCCC1	3%
62	NC(=O)c1c(NC(=O)c2c(F)cccc2F)sc2c1CCN(Cc1ccccc1)C2	-6%
63	O=C(C(Cc1ccccc1)n1cccc1)N1CCc2ccccc21 (stereo unspecified)	-7%
64	Cc1ccc([C@H]2C[C@H](n3cc(COC(=O)c4ccccc4)nn3)[C@@H](O)CN2CC2CCCCC2)cc1	-10%
65	Cn1c(=O)cc(SCC(=O)N2CCN(C3CCCCC3)CC2)c2ccccc21	-46%[inhibitor]
66	CCn1nc(C)c(CCN(C)C(=O)Nc2cc(OC)c(OC)c(OC)c2)c1C	2%
67	O=C1CCC2CN3CCc4c([nH]c5ccccc45)C3CC2C1 (stereo unspecified)	9%
68	CCN(CC)CCOC(=O)c1ccc(NC(=O)c2cc3c(=O)n(CC)c4ccccc4c3s2)cc1	-3%
69	CCCN(CCC)c1nc(-c2ccccc2F)nc2ccccc12	-9%
70	CCCCn1c(N)c(N(Cc2ccccc2OC)C(=O)c2cc(=O)[nH]c3ccccc23)c(=O)[nH]c1=O	18%
71	CC(=O)c1cc2c(cc1N/C(=N/S(=O)(=O)c1ccccc1)c1ccc(Cl)cc1)OCO2	1%
72	COc1cccc(/C=C/C(=O)OCC(=O)Nc2nnc(-c3ccccc3)o2)c1OC	-39%[inhibitor]
73	CCCCCCSc1cc(C)nc2ncnn12	0%
74	O=C(COc1ccc(S(=O)(=O)N2CCCC2)cc1)NCC1CCCO1 (stereo unspecified)	9%
75	O=C(CSc1n[nH]c(-c2ccccc2Cl)n1)N1CCN(c2ccc(F)cc2)CC1	3%
76	O=C(Nc1nnc(Cc2ccccc2)s1)C1CCN(C(=O)c2ccco2)CC1	-3%
77	O=c1[nH]c(C2CCN(S(=O)(=O)c3ccccc3)CC2)nc2c1nnn2Cc1cccc(Cl)c1	-2%
78	CCc1ccccc1NC(=O)CN1CCN(C(=O)c2cc(C3CC3)nn2-c2ccccc2)CC1	-2%
79	CC1(C)Cc2c(sc(NC(=O)COc3cccc4ccccc34)c2C#N)C(C)(C)N1	4%
80	CCN(CC)CCCNC(=O)c1ccc2nc(CCc3ccccc3)oc2c1	3%
81	Cc1ccc(CCNC(=O)CCCn2nc(C)c3c(C)n(-c4ccc(C)cc4)nc3c2=O)cc1	5%
82	COc1ccc(S(=O)(=O)N2CCN(C(=O)NC3CCCCC3)CC2)cc1	-5%
83	COc1ccccc1/C=N/NC(=O)COCC(=O)N/N=C/c1ccccc1OC	7%
84	O=C1c2cccc([N+](=O)[O-])c2C(=O)N1c1cccnc1	-2%
85	CCOC(=O)c1ccc(NC(=O)CSc2nc3ccccc3c(=O)n2CCNC(C)=O)cc1	-10%
86	COc1ccc(N2CCN(CC(O)COC(C)(C)C)CC2)cc1 (stereo unspecified)	0%
87	O=C(CSc1ncc2c(n1)-c1ccccc1N(Cc1ccc(F)cc1)S2(=O)=O)NCCc1ccccc1	2%
88	CCC(=O)c1c[nH]c(C(=O)NCc2cccs2)c1	5%
89	COc1ccc(C(C)=O)cc1CSc1nnc(Nc2ccccc2C)s1	-6%
90	CCc1cccc(N(CC(=O)NCc2ccc(F)cc2)C(=O)c2csnn2)c1	-8%
91	CC(C)CCN1CCN(Cc2nc3ccccc3s2)CC1CCO (stereo unspecified)	-7%
92	CC(C)OCCCN(Cc1ccco1)C(=O)c1cc2c(s1)-c1ccccc1OC2	4%
93	Cc1ccc(C)c(CN2C(=O)c3ccccc3S(=O)(=O)c3ccc(C(=O)NCc4ccccc4)cc32)c1	-13%
94	CCCN(C(=O)CCNC(=O)Cn1cnc2ccccc2c1=O)c1cccc(C)c1	1%&1%
95	CCc1cccc(NC(=O)c2ccc(NC(=O)N3CCSc4ncccc43)cc2)c1	8%
96	C[C@@H]1CN([C@H](C)CO)C(=O)CCCn2nncc2CO[C@@H]1CN(C)S(=O)(=O)c1ccc(Oc2ccccc2)cc1	-2%
97	CC1=C(C(=O)Nc2cccnc2)C(c2ccccc2)n2nc(SCc3ccccc3Cl)nc2N1 (stereo unspecified)	-10%
98	CCOc1ccc(-c2nonc2NC(=O)c2ccco2)cc1OCC	-6%
99	CCOC(=O)c1c(N)n(-c2ccccc2CC)c2nc3ccccc3nc12	-11%
100	C[C@@H]1CCCCO[C@H](CN(C)C(=O)Nc2ccc(F)cc2)[C@@H](C)CN([C@H](C)CO)C(=O)c2cc(N(C)C)ccc2O1	-3%
101	COc1ccc(-c2nc(CNC(=O)Nc3ccccc3)c(C)o2)cc1	-1%
102	O=C1NC(Cc2ccccc2)c2nc3ccc(Cl)cc3c(=O)n2-c2cc3ccccc3cc21 (stereo unspecified)	13%
103	COc1ccc(S(=O)(=O)NCCc2cn3ccsc3n2)cc1OC	2%
104	Cc1ccc([C@H]2C[C@@H](O)[C@H](n3cc(COC(=O)c4ccccc4)nn3)CN2Cc2cccs2)cc1	4%
105	Cc1ccc(Cl)c(OCC(=O)NC2CCN(Cc3ccccc3)CC2)c1	9%
106	COc1ccc(Cn2ccc3nc(C)c(C(=O)N4CCN(c5ccccc5F)CC4)cc3c2=O)cc1	7%
107	COc1ccccc1CCNS(=O)(=O)c1ccc(N2CCCCS2(=O)=O)cc1	-5%
108	CN(C)CCNc1oc(-c2ccc(COc3ccc(Cl)cc3)o2)nc1C#N	7%

Reprinted at random: four records from the list
cpd	Molecule	aSyn tox rescue
106	COc1ccc(Cn2ccc3nc(C)c(C(=O)N4CCN(c5ccccc5F)CC4)cc3c2=O)cc1	7%
99	CCOC(=O)c1c(N)n(-c2ccccc2CC)c2nc3ccccc3nc12	-11%
107	COc1ccccc1CCNS(=O)(=O)c1ccc(N2CCCCS2(=O)=O)cc1	-5%
108	CN(C)CCNc1oc(-c2ccc(COc3ccc(Cl)cc3)o2)nc1C#N	7%

The results go on.
cpd	Molecule	aSyn tox rescue
109	O=C1CC(c2ccccc2)Sc2ccccc2N1Cc1ccccc1F (stereo unspecified)	5%
110	CCc1ccccc1NC(=O)c1ccc2c(O)c(S(=O)(=O)c3ccccc3)c(=O)[nH]c2c1	-2%
111	COc1ccc(N2CCN(C(=O)C3CCN(C(=O)c4cccc(Cl)c4)CC3)CC2)cc1	-1%
112	CCn1c(=O)c2cc(C(=O)N(CCCOC(C)C)Cc3ccco3)sc2c2ccccc21	12%
113	Cc1ccc([C@H]2C[C@@H](O)[C@H](n3cc(C4CC4)nn3)CN2C(=O)c2cccs2)cc1	-10%

Compound activity: PubChem BioAssay, National Center for Advancing Translational Sciences (NCATS)
